# H9c2 TAG inh: inhibitors of triacylglycerol accumulation | H9c2 cells, Nile Red lipid (TAG) fluorescence; cells loaded with 200 µM oleic acid | inhibition, % at 12.5 µM | 0.66% of 230,000 active;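 active = pattern-corrected inhibition of lipid staining of at least 50% with the nuclear-stain viability signal not falling by more than 50%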;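 also: 0% = DMSO wells and 100% = triacsin C control wells; some results filed as inactive read as strong as hits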
# H9c2 TAG inh DAPI viability: also measured in H9c2 TAG inh; calls as there; DAPI nuclei signal change (viability), lower = more cytotoxic, %;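 whole-well DAPI fluorescence read on a plate reader as a viability signal; minus 50 percent equals half of cells still viable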
# Numbers without * were called inactive. A portion of the library, so the mix of outcomes need not match the whole.
SMILES | H9c2 TAG inh | H9c2 TAG inh DAPI viability
CCc1nnc(NC(=O)CN2CCN(c3cccc(OC)c3)CC2)s1 | -3.8 | 2.9
COC(=O)c1nnn(-c2nonc2N)c1CSc1ccccn1 | -0.6 | -2.9
COc1ccc(NC(=O)CSc2nnc(N)n2CC(=O)Nc2ccc(OC)cc2)cc1 | 12.4 | -13.9
CCCCNC(=O)CS(=O)Cc1nc(-c2ccc(C)cc2)oc1C (stereo not given) | 9.3 | -1.3
CCCCC1(C(=O)OC)NC(c2ccc(O)cc2)C2C(=O)N(c3ccccc3)C(=O)C21 (stereo not given) | -2.4 | -1.0
Cc1[nH]n2c(=O)cc(-c3ccc([N+](=O)[O-])cc3)nc2c1-c1ccccc1 | -0.3 | 2.8
CCOCCCNC(=O)C(NC(=O)CNC(C)=O)c1ccc(C)cc1 (stereo not given) | -12.8 | 11.1
O=S(=O)(c1ccc2ccccc2c1)N1CCN(C(=S)Nc2ccccc2F)CC1 | 7.2 | -6.8
COc1ccccc1/C=C/C=N/NC(=O)CCC1C(=O)NN=C1C (stereo not given) | 4.8 | -12.1
O=C(N/N=C/c1ccc(-c2ccccc2[N+](=O)[O-])o1)c1cccnc1 | -2.2 | -5.9
CC(=O)N1CCN(c2ccc([N+](=O)[O-])c(NCc3cccnc3)c2)CC1 | -2.8 | 3.5
CCCCN(C)CCNC(=O)c1ccc(Cn2c(=S)[nH]c3ccc(Br)cc3c2=O)cc1 | 11.8 | 30.7

# A different layout for four compounds above:
Structure: COc1ccccc1/C=C/C=N/NC(=O)CCC1C(=O)NN=C1C (stereo not given)
  H9c2 TAG inh: 4.8	H9c2 TAG inh DAPI viability: -12.1

Structure: O=C(N/N=C/c1ccc(-c2ccccc2[N+](=O)[O-])o1)c1cccnc1
  H9c2 TAG inh: -2.2	H9c2 TAG inh DAPI viability: -5.9

Structure: CCOCCCNC(=O)C(NC(=O)CNC(C)=O)c1ccc(C)cc1 (stereo not given)
  H9c2 TAG inh: -12.8	H9c2 TAG inh DAPI viability: 11.1

Structure: COc1ccc(NC(=O)CSc2nnc(N)n2CC(=O)Nc2ccc(OC)cc2)cc1
  H9c2 TAG inh: 12.4	H9c2 TAG inh DAPI viability: -13.9

# Continued:
SMILES | H9c2 TAG inh | H9c2 TAG inh DAPI viability
CCC(C(=O)NCc1ccccc1OC)n1nc(C)n2c(cc3occc32)c1=O (stereo not given) | -12.4 | 3.6
Cc1ccccc1C(=O)Nc1nnc(SC(C)C)s1 | -10.9 | 9.2
Cc1ccc2c(c1)C1CN(C)CCC1N2S(=O)(=O)c1ccc(C(C)C)cc1 (stereo not given) | -4.3 | 9.2
CCN1CCN(C(c2cccs2)C(C)NC(=O)c2cccc(OC)c2)CC1 (stereo not given) | -0.2 | -5.3
COc1ccc(N2C(=O)CC(N3CCN(c4ccc(Cl)cc4)CC3)C2=O)cc1 (stereo not given) | 3.9 | 33.9
CC(O)CNCCNCc1cccs1 (stereo not given) | -3.0 | -1.8
CCN(C(=O)CSc1nc2ccccc2c(=O)n1-c1ccc(C)cc1)C1CCS(=O)(=O)C1 (stereo not given) | -2.0 | 0.2
O=C(Cn1ccc2ccccc2c1=O)Nc1ccc2c(c1)OCO2 | -10.3 | 0.0
O=C(C1=C[C@H](c2coc3ccccc3c2=O)C[C@H](OCc2ccc(CO)cc2)O1)N1CCOCC1 | -2.8 | -7.7
CCNC(=O)c1ccc(NC(=O)CC2SC(N3CCCCC3)=NC2=O)cc1 (stereo not given) | 20.6 | -6.1
CC(Nc1ccc(S(=O)(=O)N2CCN(C)CC2)cc1[N+](=O)[O-])c1ccccc1 (stereo not given) | 5.7 | 3.4
COc1ccc(N2CCN(c3cc(C)c4ccccc4n3)CC2)cc1 | -8.4 | -3.4

SMILES | H9c2 TAG inh | H9c2 TAG inh DAPI viability
CC1=NN(C(C#N)c2ccccc2O)C(C)(C)C1 (stereo not given) | 14.7 | -33.9
CCN(CC)C(=S)NC(=O)c1ccc(F)cc1 | -3.0 | 0.3
CCCn1nnc(NC(=O)C(C)C)n1 | -6.7 | 7.2
COc1cccc(-n2nnnc2SCC(=O)NC2CCCC2)c1 | -12.8 | -1.3
COc1ccc(NC(=O)CSc2nccn2Cc2ccccc2)c(OC)c1 | -9.3 | -2.1
C(#Cc1ccccc1)C[N+]1(CC#Cc2ccccc2)CCCCC1 | -12.1 | 18.7
CCOc1ccc(NC(=O)CN(C)C(=O)CSCc2ccc(C)cc2)cc1OCC | -27.0 | -2.9
O=C(c1ccccc1)N(Cc1nc2ccccc2c(=O)[nH]1)C1CCCCC1 | -3.1 | -8.7
Cc1cccc(C)c1NC(=O)Cn1c(CN2CCCCC2)nc2ccccc2c1=O | 16.6 | -13.9
COc1ccc(NC(=O)CC2SC(=O)NC2=O)cc1 (stereo not given) | -2.8 | 0.0
COc1cc(OC)cc(C(=O)NC(=S)NNC(=O)[C@H]2C[C@@H]2c2ccccc2)c1 | -1.0 | -5.0
CCc1ccccc1NC(=O)CSc1nnc(-c2ccncc2)o1 | 10.5 | -15.5

SMILES | H9c2 TAG inh | H9c2 TAG inh DAPI viability
CC1(C)Cc2c(cnn2-c2cccc(F)c2)C(NC(=O)C2CCOCC2)C1 (stereo not given) | 15.9 | -2.9
CCOc1ccc(N(CC(=O)NC2CCCC2)S(=O)(=O)c2c(C)[nH]c(=O)[nH]c2=O)cc1 | 7.2 | -1.3
Cc1ccc2c(c1)N(C(=O)CCC(=O)NC1CCC(C)CC1)CCO2 (stereo not given) | 2.5 | -5.4
COc1ccc(N(CC(=O)Nc2cccc(C(F)(F)F)c2)S(C)(=O)=O)cc1 | 4.1 | 5.9
CCCN1CN=C(Nc2nc3ccccc3o2)NC1 | -1.7 | 3.6
COc1ccc(C(=O)Nc2cccc(-c3cnc4ccccc4n3)c2)cc1 | 4.7 | -5.5
O=C(COC(=O)/C=C/c1ccc(OC(F)F)cc1)Nc1ccc2[nH]c(=O)[nH]c2c1 | 15.3 | -0.6
Cc1ccc(C(=O)OCC(=O)Nc2nc(-c3ccccc3)cs2)cc1NC(=O)c1ccco1 | 8.3 | -7.7
O=C(Nc1ccc([N+](=O)[O-])cc1)c1ccc(Cn2cc([N+](=O)[O-])cn2)cc1 | -31.8 | 7.4
O=C(NCc1ccccc1)C1=C[C@H](c2ccc(C(F)(F)F)cc2)C[C@H](OCc2ccc(CO)cc2)O1 | -0.8 | 14.5
O=C(COc1ccc(S(=O)(=O)N2CCCCC2)cc1)NC1CCCCC1 | -29.5 | 5.4
CN(CC(=O)Nc1cccc(F)c1)C(=O)c1csc2c1CCCC2 | -20.9 | -7.7

SMILES | H9c2 TAG inh | H9c2 TAG inh DAPI viability
COc1cccc2c(=O)n(CC(=O)N3CCCCCC3)ccc12 | -4.5 | 2.3
CC(C)N(C(=O)[C@H]1C[C@H](CC(=O)NCc2cccc(C(F)(F)F)c2)C(=O)N2CCc3c([nH]c4ccc(Cl)cc34)[C@]12C)C(C)C | 56.5* | -16.5*
CCOC(=O)C1(Cc2ccc(OC)cc2)CCN(C(=O)c2ccc3[nH]ccc3c2)CC1 | -2.4 | -4.6
Cc1nc(NS(=O)(=O)c2ccccc2)sc1NC(=O)Nc1ccc(Cl)cc1 | -2.1 | 2.3
Cn1c(Oc2ccc(F)cc2F)c(C=O)c2ccccc21 | 7.4 | -12.6
Cc1ccccc1CN1CCN(CC(=O)NCc2ccccn2)C1=O | -5.9 | -3.9
COc1cccc(CN2CCN(c3ccc(F)cc3)C2=O)c1 | -24.1 | -6.2
COCCNC(=O)C(c1cccs1)N(C(=O)Cn1nnc2ccccc21)c1ccc2c(c1)OCO2 (stereo not given) | -8.7 | -6.5
CN(Cc1ccccc1)C(=O)c1ccc(NC(=O)Cc2ccc(NC(=O)C3CCN(C(=O)CCc4ccccc4)CC3)cc2)cc1 | -14.7 | 32.7
Cc1ccc(S(=O)(=O)N2CCN(C(=O)Cc3ccccc3)CC2)cc1C | -2.2 | -7.3
CC(C)c1nc(NCC2CCCO2)c(C#N)c2c1COC(C)(C)C2 (stereo not given) | -25.1 | 10.0
O=C(CSc1ccccn1)Nc1cccc(S(=O)(=O)N2CCCC2)c1 | -7.5 | 7.6

SMILES | H9c2 TAG inh | H9c2 TAG inh DAPI viability
C[C@@H]1CN([C@H](C)CO)C(=O)c2cc(-c3ccccc3)cnc2O[C@@H]1CN(C)C(=O)C1CCOCC1 | -6.1 | -2.7
CC(C)Cc1ccc(C(C)C(=N)N)cc1 (stereo not given) | 5.7 | -6.0
CCc1nn(-c2ccccc2)c(N)c1-c1ccc(OC)c(OC)c1 | -10.3 | 13.4
O=C(CSc1nnc(CNC(=O)c2c(F)cccc2Cl)o1)Nc1ccc2c(c1)OCO2 | -9.4 | -10.4
O=C1C=C(c2ccccc2)OC(c2ccccc2)O1 (stereo not given) | -10.9 | 10.8
Cc1ccc(C(=O)OCC(=O)NCc2ccc(Cl)cc2Cl)o1 | -11.9 | 2.5
Cc1ccccc1NC(=O)C1CCCN(c2nnc(N3CCCC3=O)s2)C1 (stereo not given) | -7.3 | -20.5
Cc1ccc(Oc2ccc(NC(=O)Cn3ccsc3=N)cc2)cc1 | 25.5 | -2.9
Fc1cnc(Cl)nc1N1CCN(c2ccccc2)CC1 | -5.0 | 6.1
Nc1nonc1-c1nc2ccccc2n1Cc1ccc(F)cc1 | 1.3 | 14.1
CCCCNC(=S)N1CCN(c2ccc(C(C)=O)cc2)CC1 | -16.6 | -6.0
CN1CCN(c2ncnc3c2c(-c2ccccc2)cn3-c2ccc(F)cc2)CC1 | 10.6 | 6.1

# Each structure is followed by: H9c2 TAG inh	H9c2 TAG inh DAPI viability
> Nc1ccn([C@@H]2O[C@H](CNCc3ccc(OCC(=O)Nc4nccs4)cc3)[C@@H](O)[C@H]2O)c(=O)n1
    2.0	-4.2
> CN(C)S(=O)(=O)c1ccc(Cl)c(C(=O)OCC(=O)NC(=O)c2cccn2C)c1
    11.3	2.8
> Cn1cccc1C(=O)C(=O)Nc1ccccc1C(F)(F)F
    15.4	-5.0
> C=CCSc1nnc(NC(=O)CCNC(=O)c2ccccc2Cl)s1
    -6.7	-7.9
> CN=C1SC(C(=O)Nc2ccccc2Cl)CC(=O)N1c1ccc(OC(F)(F)Cl)cc1 (stereo not given)
    -7.2	6.2
> CCOC(=O)Cc1ccc(Nc2nc(NCCOC)nc3ccsc23)cc1
    3.7	0.5
> Cc1cccn2cc(CNS(=O)(=O)c3cccc(F)c3)nc12
    -19.9	6.4
> CC(C)C[C@H]1CN=C(Nc2ccccc2)N1CC1CCC(C)CC1 (stereo not given in full)
    16.4	9.9
> COc1ccc(N2CCN(C(=O)c3ccc(NS(=O)(=O)c4ccc(F)cc4)cc3)CC2)cc1
    -17.1	0.6
> COc1cccc(NC(=O)CSc2nccn(-c3ccc4c(c3)OCCO4)c2=O)c1
    -0.9	4.1
> O=C(Nc1ccc(Cl)c(Cl)c1)N(CCCN1CCOCC1)Cc1cccs1
    -10.1	1.8
> O=C(CN1C(=O)c2ccccc2S1(=O)=O)Nc1cc(S(=O)(=O)N2CCCCC2)ccc1Cl
    9.8	-4.9
> CN(C)S(=O)(=O)n1cnc(-c2ccccc2)c1-c1ccccc1
    -7.5	3.1
> CC1(C)CC2CC(C)(CN2C(=O)COC(=O)c2n[nH]c(=O)c3ccccc23)C1 (stereo not given)
    -16.2	4.5
> N#CCSc1ncnc2sc3c(c12)CCC3
    12.3	2.6
> CCCCn1c(N)c(N(CCOC)C(=O)C2CCN(S(=O)(=O)c3ccc(C)cc3C)CC2)c(=O)[nH]c1=O
    -11.9	3.3
> Cc1csc(NC(=O)CSc2ccc(-c3ccccc3)nn2)n1
    -13.9	-5.7
> OC(COc1ccc2c(c1)CCC2)CN1CCN(c2cccc(Cl)c2)CC1 (stereo not given)
    -28.4	9.3
> COC(=O)c1cc(NC(=O)c2cc(-c3ccccc3Cl)oc2C(F)(F)F)ccc1N1CCOCC1
    12.8	-8.5
> COc1ccc(/C=C/c2nc3ccccc3n2Cc2ccccc2OC)cc1
    -46.8	103.7

# Each structure is followed by: H9c2 TAG inh	H9c2 TAG inh DAPI viability
> CCCNC(=O)C1(C)CCN(Cc2ccc(Cl)c(Cl)c2)C1 (stereo not given)
    -14.7	13.4
> COc1ccc(C(=O)OCc2cc(=O)n3c(C)csc3n2)cc1F
    5.4	1.1
> O=C(C1CCN(S(=O)(=O)c2ccc(Cl)cc2)CC1)N1CCC1
    11.1	-0.4
> O=C(OCC(=O)c1ccc(Cl)cc1Cl)c1ccccn1
    -4.8	-7.1
> O=C(CCN1C(=O)c2ccccc2S1(=O)=O)N1CCN(c2ccc(F)cc2)CC1
    -4.8	9.4
> CN(C(=O)COC(=O)c1cnc(Cl)c(Cl)c1)C1CCCCC1
    17.5	-3.5
> Nc1cc2c(cc1[N+](=O)[O-])OCO2
    -4.3	4.0
> Cc1cc(OCC(=O)Nc2cc(-c3nn4c(C)nnc4s3)ccc2C)ccc1Cl
    -0.2	-3.2
> O=C(Cc1cccs1)N1CCN=C1SCc1ccc(Br)cc1
    1.9	5.4
> COc1ccccc1CNC(=O)c1ccc(N2CCOCC2)c([N+](=O)[O-])c1
    -19.3	7.2
> CCCCn1c(-c2ccncc2)nc2c1c(=O)[nH]c(=O)n2CC(C)C
    7.1	-9.8
> CC(=O)c1sccc1NC(=O)c1ccccc1C(=O)O
    2.6	4.3
> COc1ccc(-c2ccccc2)cc1NC(=O)c1ccncc1
    2.1	0.5
> O=C(CN1CCCC1)Nc1ccccc1Sc1ccccc1
    -1.9	3.0
> Cc1noc(C)c1NC(=O)Nc1cccc2c1O[C@H](CN(C)S(=O)(=O)c1cccs1)[C@@H](C)CN([C@H](C)CO)C2=O
    1.1	0.8
> CCOC(=O)Cn1c(=N)n(Cc2ccccc2)c2ccccc21
    12.6	-5.9
> Oc1c(/C=N/c2ccccn2)sc2ccccc12
    5.0	-5.3
> CCOc1ccc(C(=O)NCC(=O)NNC(=O)C2COc3ccccc3O2)cc1OCC (stereo not given)
    -7.9	5.9
> O=C(NN(C(=O)c1ccccc1)c1cccs1)c1ccccc1
    3.4	-3.3

# From PubChem BioAssay
